Bioassay records as filed in PubChem BioAssay.
TROY signal inh: inhibitors of TROY-dependent NF-kB signaling; Q293 LMP1-TROYcd NF-kB luciferase reporter, 4 h; inhibition, % at 10 µM; 0.98% of 360,000 active; AID 1347056;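 active means compounds whose plate-normalised and pattern-corrected inhibition of the luciferase reporter signal at the single screening dose is 50% or more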
TWEAK Fn14 block: inhibitors of TWEAK-Fn14 interaction signaling; 2% of 360,000 active; TWEAK-stimulated Fn14 reporter cells, luciferase luminescence, 8 h; inhibition, % at 10 µM; in the data active means inhibition above about 50%
NCOA1 inh: inhibitors of human steroid receptor coactivator 1 (SRC1); inhibition, % at 3.6 µM; 0.12% of 360,000 active; HEK293 GAL4-SRC1 luciferase reporter, luminescence; Q15788; AID 588354;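 active means inhibition above the campaign mean plus 3 SD, with each screening campaign given its own cutoff, cut at about 60% in these data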;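 further: 0% = DMSO treated cells and 100% = gossypol at 36 µM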
C8 TRAIL sens: sensitizes caspase-8 expressing cells to TRAIL; NB7+C8 cells + TRAIL, ATPlite viability luminescence; inhibition (viability loss, TRAIL sensitization), % at 10 µM; 1% of 360,000 active;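 active means compounds causing at least 50% loss of cell viability in the single-dose screen, relative to plate controls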
CF NFkB inh: blocks PAF-induced NF-kB reporter in cystic fibrosis cells; inhibition, % at 5 µM; 0.86% of 360,000 active; AID 588850; KKLEB NF-kB-GFP reporter, GFP fluorescence overnight;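 active means at least 50% inhibition at 5 µM, scaled per plate between neutral and stimulator controls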;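 further: PAF is a Pseudomonas aeruginosa culture filtrate used as stimulus; plate controls were PAF-stimulated DMSO wells for no effect and unstimulated DMSO wells for full effect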
COUP-TFII inh: blocks human COUP-TFII nuclear receptor; HEK293T NGFI-A luciferase reporter, luminescence; inhibition, % at 8.6 µM; 0.7% of 370,000 active;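 active means inhibition above a per-plate cutoff, mean inhibition of test wells between control levels plus 3 SD, cut at about 38% in these data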;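 further: cells cotransfected with COUP-TFII expression vector driving the NGFI-A reporter; 0% = median of COUP-TF2 test wells and 100% = reporter-only cells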
NCOA3 inh: human NCOA3 inhibition; HEK293 GAL4-SRC3 luciferase reporter, luminescence; inhibition, % at 3.6 µM; 0.17% of 360,000 active;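 active means inhibition above a per-campaign cutoff, the mean of all compounds plus 3 SD, cut at about 60% in these data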;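 further: 0% = DMSO-treated cells and 100% = gossypol-treated cells at 36 µM; higher means less SRC3-driven luciferase light from the GAL4 reporter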
NR5A2 inv ag: suppresses constitutive activity of human LRH-1; AID 602396; O00482; inhibition, % at 3.6 µM; 0.13% of 360,000 active; HEK293T StAR-luciferase reporter, LRH-1 transfected, 24 h;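 active means inhibition above the mean inhibition of all tested compounds plus 3 SD, cut at about 73% in these data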;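 further: 0% = DMSO wells and 100% = reporter-only cells lacking LRH-1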
EBV LMP1 NFkB: inhibitors of Epstein-Barr LMP1-induced NF-kappaB reporter; inhibition, % at 12.5 µM; 0.69% of 350,000 active; LMP1-induced NF-kappaB luciferase reporter cells, luminescence; in the data active means inhibition above about 41%;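 further: 0% = neutral control wells and 100% = reference inhibitor control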
SRC2 inh: inhibits human steroid receptor coactivator 2; inhibition, % at 9 µM; 0.17% of 370,000 active; Q15596; HEK293 GAL4-SRC2 luciferase reporter, luminescence;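 active means inhibition above the mean inhibition of all tested compounds plus 3 SD, set per campaign, cut at about 52% in these data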;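 further: 0% = DMSO treated cells and 100% = cells given Gossypol at 36 µM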
Target sequence (Q15596 whole entry, looked up, the tested form may be a part): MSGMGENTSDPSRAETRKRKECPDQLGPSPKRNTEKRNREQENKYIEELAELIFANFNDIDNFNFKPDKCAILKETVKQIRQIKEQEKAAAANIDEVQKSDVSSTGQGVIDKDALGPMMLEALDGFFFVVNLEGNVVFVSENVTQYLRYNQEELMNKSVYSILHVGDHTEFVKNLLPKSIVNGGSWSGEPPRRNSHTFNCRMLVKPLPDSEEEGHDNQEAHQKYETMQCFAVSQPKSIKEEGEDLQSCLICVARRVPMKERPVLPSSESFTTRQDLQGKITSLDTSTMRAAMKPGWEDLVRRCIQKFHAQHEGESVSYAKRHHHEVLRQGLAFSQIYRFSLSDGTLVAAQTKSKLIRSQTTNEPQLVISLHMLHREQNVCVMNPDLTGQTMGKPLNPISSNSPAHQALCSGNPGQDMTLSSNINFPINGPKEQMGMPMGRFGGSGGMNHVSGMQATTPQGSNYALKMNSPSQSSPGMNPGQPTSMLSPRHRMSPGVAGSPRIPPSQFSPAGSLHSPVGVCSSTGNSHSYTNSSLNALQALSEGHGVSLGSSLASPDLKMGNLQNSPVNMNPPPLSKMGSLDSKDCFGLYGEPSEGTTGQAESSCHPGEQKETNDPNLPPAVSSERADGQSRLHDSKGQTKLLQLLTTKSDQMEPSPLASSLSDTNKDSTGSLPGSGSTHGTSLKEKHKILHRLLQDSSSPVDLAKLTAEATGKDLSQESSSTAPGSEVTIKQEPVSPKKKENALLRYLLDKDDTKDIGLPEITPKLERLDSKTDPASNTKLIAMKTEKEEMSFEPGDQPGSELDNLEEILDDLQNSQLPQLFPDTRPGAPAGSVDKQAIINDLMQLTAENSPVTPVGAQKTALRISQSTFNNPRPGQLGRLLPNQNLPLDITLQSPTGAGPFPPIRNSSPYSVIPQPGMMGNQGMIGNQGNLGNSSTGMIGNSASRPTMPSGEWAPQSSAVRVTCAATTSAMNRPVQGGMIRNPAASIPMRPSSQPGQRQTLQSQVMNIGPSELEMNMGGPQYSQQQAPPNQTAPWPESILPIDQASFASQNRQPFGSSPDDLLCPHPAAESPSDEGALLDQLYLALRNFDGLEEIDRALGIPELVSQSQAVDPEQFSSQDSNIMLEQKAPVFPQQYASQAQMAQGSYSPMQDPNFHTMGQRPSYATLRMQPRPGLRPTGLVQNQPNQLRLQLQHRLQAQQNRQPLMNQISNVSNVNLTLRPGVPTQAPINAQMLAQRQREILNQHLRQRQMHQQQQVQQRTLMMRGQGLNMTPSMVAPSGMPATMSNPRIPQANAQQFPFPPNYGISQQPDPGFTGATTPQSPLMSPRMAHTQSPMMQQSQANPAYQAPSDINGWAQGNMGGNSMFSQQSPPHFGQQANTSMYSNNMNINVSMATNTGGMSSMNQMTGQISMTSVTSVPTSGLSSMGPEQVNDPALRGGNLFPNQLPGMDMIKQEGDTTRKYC
KKLEB tox: CF airway cell cytotoxicity counter-screen | KKLEB CF airway cells viability, ATPlite luminescence, overnight; stronger effect = lower value; cells stimulated with P. aeruginosa culture filtrate | activity change (cytotoxicity), % at 5 µM | 0.36% of 360,000 active;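 active means corrected activity change at or below -50% at 5 µM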
Active calls of the source: *; / = no result given. Not a hit list, and some 4.2% of all compounds hit somewhere here.

SMILES	TROY signal inh	TWEAK Fn14 block	NCOA1 inh	C8 TRAIL sens	CF NFkB inh	COUP-TFII inh	NCOA3 inh	NR5A2 inv ag	EBV LMP1 NFkB	SRC2 inh	KKLEB tox
CCOC(=O)c1csc(NC(=O)c2cc3ccccc3o2)n1	-30.9	0.7	-44.5	25.4	-7.6	-38.4	-55.1	-126.5	-15.4	-0.2	7.3
O=C(Cn1c(=O)[nH]c2ccccc2c1=O)Nc1ccc2c(c1)OCCO2	23.1	3.6	-2.9	5.2	12.5	1.2	8.8	12.3	-1.3	2.4	2.7
Cc1ccccc1NC(=O)c1ccc2c(c1)N(C)CCS2	-52.1	-32.2	-47.1	4.7	-13.7	-47.7	-60.5	-71.0	-16.0	-57.8	12.3
Cc1ccc(C(=O)NC(=O)OCCn2c(C)cnc2[N+](=O)[O-])cc1	4.5	39.5	-4.2	-6.1	-11.8	7.4	13.1	3.2	3.1	9.2	8.4
CS(=O)(=O)NCc1ccc(C(=O)O)cc1	-3.4	-20.0	-26.2	-2.5	-9.9	-13.1	2.4	-3.4	-5.7	-30.1	9.5
COc1ccc(OC)c(NC(=S)N2CCN(c3ccccn3)CC2)c1	-51.0	-3.1	-21.7	-5.6	4.4	-13.3	-15.9	-11.8	1.7	-42.2	2.9
Cc1cc(NC(=O)CCC(=O)N(CC(=O)NC2CCCC2)c2ccc(C(C)C)cc2)no1	4.2	18.2	8.5	-6.8	8.4	11.4	-7.7	-16.2	-10.8	-1.6	-10.4
Fc1ccc(Nc2nc3ccccc3s2)cc1	-75.2	-22.1	-137.2	-4.0	-7.8	-41.7	-84.1	-122.8	-51.9	-29.3	2.0
COc1ccc2oc(C(=O)OCC(=O)NC3CC3)c(C)c2c1	-43.8	2.8	-15.8	-17.6	-2.6	-12.3	-26.9	-2.2	-4.6	-23.2	5.9
O=C(Nc1ncccn1)c1ccc([N+](=O)[O-])cc1Cl	3.7	18.2	8.9	-14.9	3.6	5.9	-0.4	-13.4	7.4	-1.4	9.3
CC(=O)c1cccc(NC(=S)NC(=O)c2ccccc2Br)c1	-20.6	-24.6	-10.3	14.3	7.4	-11.6	13.2	4.3	-2.2	-19.2	0.3
CCC(C)NCCOc1ccccc1C (stereo not drawn)	-2.8	12.5	5.0	-1.8	3.9	11.5	13.3	14.8	1.9	-4.1	3.3
COc1ccc(CCNC(=O)C2CCCN2C(=O)Nc2ccc(Cl)cc2)cc1OC (stereo not drawn)	-8.4	-4.9	-13.3	5.9	9.5	-2.3	3.5	-11.2	-3.3	19.2	-8.6
O=C(NC(=S)N(CCCCO)C1CCCCC1)c1sc2ccccc2c1Cl	36.9	26.4	-3.5	-3.5	-7.2	8.6	-14.9	-10.4	8.0	29.7	-1.0
CCn1c(/N=C/c2ccccc2NS(=O)(=O)c2ccc(C)cc2)nc2ccccc21	3.5	26.8	2.2	-11.3	61.0*	/	15.5	38.9	-3.6	/	-16.2
CCc1ccc(C2=NN(C(=O)OC)C(O)(C(F)(F)F)C2)cc1 (stereo not drawn)	22.8	29.6	-66.1	55.1*	16.1	-26.9	-61.0	-124.1	14.0	-48.7	-11.6
CCn1c(SCC(=O)N2CCN(S(=O)(=O)c3ccccc3)CC2)nnc1-c1cccs1	1.1	-3.2	2.1	-8.6	-8.3	19.4	17.6	3.0	10.5	-7.5	-3.3
CCOC(=O)C1=C(COC(=O)CC(C)c2ccccc2)NC(=O)NC1C (stereo not drawn)	3.1	3.9	1.6	-4.7	15.1	12.3	4.7	-6.9	0.0	8.4	-9.4
CC(=O)N1c2ccc(S(=O)(=O)N3CCC(C(=O)NCc4ccc(F)cc4)CC3)cc2CC1C (stereo not drawn)	-3.8	-8.2	-9.7	-7.0	-5.6	10.9	6.5	-0.5	3.5	-19.6	6.9
COc1cccc(/C=N/NC(=O)CN(C)S(=O)(=O)c2ccccc2)c1OC	-33.5	-13.3	-42.4	1.1	0.7	-38.8	-16.3	-56.3	-14.2	-46.8	2.1
Cc1ccc(C2=CC(=O)C[C@H](c3ccc4c(c3)OCO4)C2)cc1	-15.0	-25.8	-14.6	-4.5	11.5	5.1	-19.3	1.4	-0.1	4.2	-1.3
Cc1ccc(C(C)C)c(OCC(=O)N2CCN(c3ncccn3)CC2)c1	-10.8	-4.0	-12.2	0.8	25.3	-14.8	20.5	-6.4	-5.6	-5.4	-19.4
CC(c1ccccc1)n1c(N2CCN(C)CC2)nc2c1c(=O)[nH]c(=O)n2C (stereo not drawn)	-5.2	-7.3	5.2	-14.0	-1.1	-7.1	4.9	-7.9	1.5	-41.3	2.0
O=C(CCC(=O)c1ccc(F)cc1)NCC1(N2CCCCC2)CCCCC1	-7.1	4.7	7.7	-5.3	-4.7	-10.9	13.7	18.9	0.1	5.5	0.4
COc1cc(C(=O)Oc2ccccc2/C=N/NC(=O)c2ccc(C)cc2)cc(OC)c1OC	-38.4	-7.3	-32.2	50.1*	-5.2	-30.7	-19.9	-83.2	32.1	-39.4	-4.4
O=C(CCN1C(=O)c2ccccc2C1=O)NC(=S)Nc1ccccc1	-24.9	-18.0	-4.3	-6.3	10.5	-0.8	4.8	10.0	0.3	-33.1	-0.3
Cc1ccccc1CSCCNC(=O)c1ccc(N(C)S(=O)(=O)c2ccccc2)cc1	17.7	18.8	1.3	4.8	-29.4	5.9	22.7	4.9	1.8	22.9	6.0
CC1CCN(S(=O)(=O)c2ccc3[nH]c(=O)c(=O)[nH]c3c2)CC1	-4.8	-2.2	-10.7	-2.5	-2.6	-6.9	-2.6	0.6	-1.7	12.9	9.0
CCOC(=O)CN1CC23C=CC(O2)C(C(=O)Nc2ccc(OCC)cc2)C3C1=O (stereo not drawn)	1.5	3.4	14.3	-2.0	-18.8	4.9	1.8	18.1	-5.3	7.8	-7.6
CC(=O)Nc1ccc(-c2nc3cc(Cl)ccc3o2)cc1	-52.0	30.4	-91.4	8.3	-22.1	-51.9	-129.1	-136.7	-10.8	-46.8	5.5
COc1ccc(CNC(=O)COC(=O)c2cnccn2)cc1	8.1	3.2	-16.2	-7.9	-12.5	5.9	9.4	10.5	8.8	-9.8	-22.5
COC(=O)c1sc(NC(=O)C2CCCO2)c(C(=O)OC)c1C (stereo not drawn)	-20.4	-27.7	5.0	-11.4	-23.6	9.3	1.9	12.5	-1.4	-2.3	6.6
CCOC(=O)C1=C(C)NC(C)=C(C(=O)OCC)C1C(=O)OCC(=O)N1CCOCC1	12.4	3.3	18.2	-21.4	29.0	10.7	4.0	4.2	0.9	-20.0	-28.4
CN(C)c1ccc(-c2csc(C(C)(O)c3ccccc3)n2)cc1 (stereo not drawn)	-21.9	-25.2	-79.9	7.3	-7.6	-5.2	-94.3	-82.2	/	-18.2	-3.0
CC(C)(C)NC(=O)C(c1ccsc1)N(CCc1ccccc1)C(=O)Cn1nnc2ccccc21 (stereo not drawn)	-0.8	-0.4	-2.9	-17.0	34.1	0.7	12.2	11.4	-6.3	-3.8	-32.2
CC(NC(=O)C1CCCN1C(=O)OCc1ccccc1)c1ccccc1 (stereo not drawn)	6.2	-13.3	17.1	-2.5	-3.4	8.0	7.7	8.5	-7.6	-8.9	13.3
CC(C)(C=O)C1=CC(=O)c2ccccc2C1=O	69.8*	63.0*	4.4	0.2	-11.5	-7.2	16.5	8.7	24.0	-4.4	-1.3
CS(=O)(=O)N(CC(O)Cn1c2ccccc2c2ccccc21)c1ccccc1 (stereo not drawn)	-19.4	14.9	0.9	2.7	-1.0	-6.5	6.6	11.3	-46.8	-5.2	-12.9
Cc1cc(C)c2nc(SCC(=O)Nc3ccccc3N3CCOCC3)c(C#N)cc2c1	0.6	4.2	3.6	10.8	23.1	-16.9	12.3	9.1	6.0	-2.7	-23.8
CCOc1ccccc1Nc1ncccc1C(=O)O	19.0	-19.6	4.1	-23.4	-5.4	2.8	0.0	5.9	7.4	9.4	-3.3
Nc1nc(SCc2ccccn2)c2ncn(C3OC(CO)C(O)C3O)c2n1 (stereo not drawn)	-8.0	-14.8	2.5	-4.8	-48.1	0.4	6.0	-3.4	6.6	-15.2	5.5
COc1cc2[nH]c(=O)n(CCCCCC(=O)N3CCN(c4ccccn4)CC3)c(=O)c2cc1OC	-4.5	-5.8	0.6	-13.9	7.5	-3.2	5.7	-12.5	2.4	-17.9	2.8
CCCCn1c(N)c(N(CCOC)C(=O)COC(=O)C(C)Oc2ccc(Cl)cc2)c(=O)[nH]c1=O (stereo not drawn)	-5.8	7.1	-4.8	-0.7	-7.8	3.7	-25.1	-23.1	0.4	-9.2	-2.6
COC(=O)c1cc(S(=O)(=O)N2CCN(C3CCCCC3)CC2)c[nH]1	-15.8	9.0	3.1	-0.1	-11.1	/	9.7	-5.6	-12.3	/	12.8
Cc1c(OCC(=O)NC(Cc2c[nH]c3ccc(O)cc23)C(=O)O)ccc2c3c(c(=O)oc12)CCC3 (stereo not drawn)	15.4	-9.9	2.2	-3.7	-8.9	-7.3	5.4	-7.8	2.5	30.8	12.8
NS(=O)(=O)c1ccc(NC=C2C(=O)OC3(CCCCC3)OC2=O)cc1	-10.0	1.2	-14.7	-8.3	-12.7	-18.8	4.3	-12.1	7.1	-13.8	9.2
O=C(O)c1ccc(COc2c(F)c(F)cc(F)c2F)cc1	-23.7	-5.0	-17.9	-8.6	1.2	13.0	-1.5	-5.0	-1.9	-20.3	3.3
CCOC(=O)C(CSCc1ccccc1)NC(=O)OC(C)(C)C (stereo not drawn)	-24.3	2.1	6.4	-7.2	-18.0	-3.6	8.8	-2.4	-5.1	-14.2	8.6
C=CCN(c1nc(C)c(Br)c(OC)n1)S(=O)(=O)c1ccc(C)cc1	2.4	-13.2	9.0	-10.0	20.3	8.3	2.4	-18.5	7.5	-12.8	-0.4
O=C1C=C(NS(=O)(=O)c2ccccc2)C(=O)c2ccccc21	44.7	31.9	-27.4	1.7	72.0*	6.8	-20.0	9.4	1.2	-10.2	6.5
COCCNc1cc(C)nc2c3c(C)cc(C)nc3nn12	-7.7	-8.7	4.2	0.5	10.5	-2.2	6.4	-16.9	-0.3	6.2	6.5
COc1ccc(N2C(=O)CC(Sc3ncccc3C(=O)O)C2=O)cc1 (stereo not drawn)	-5.8	11.9	-1.2	2.5	4.2	-0.9	19.6	9.9	5.7	-7.4	-12.7
CCN1CCN(C(=O)c2ccc(CNS(=O)(=O)c3cccc(OC)c3)cc2)CC1	-3.9	-2.7	-4.3	4.2	3.8	-10.7	-29.5	-6.0	-1.4	-31.7	-17.0

2 of the compounds above, with values under each structure:
Below each SMILES – TROY signal inh, TWEAK Fn14 block, NCOA1 inh, C8 TRAIL sens, CF NFkB inh, COUP-TFII inh, NCOA3 inh, NR5A2 inv ag, EBV LMP1 NFkB, SRC2 inh, KKLEB tox
> COCCNc1cc(C)nc2c3c(C)cc(C)nc3nn12
 : -7.7, -8.7, 4.2, 0.5, 10.5, -2.2, 6.4, -16.9, -0.3, 6.2, 6.5
> COc1ccc(N2C(=O)CC(Sc3ncccc3C(=O)O)C2=O)cc1 (stereo not drawn)
 : -5.8, 11.9, -1.2, 2.5, 4.2, -0.9, 19.6, 9.9, 5.7, -7.4, -12.7
